Compound activity (PubChem)
MrgX1 allo act – positive allosteric modulators of MrgX1, primary screen, HEK293 cells, Fluo-4 calcium flux. Mas-related G-protein coupled receptor member X1 (Homo sapiens), Q96LB2. FDSS; active compounds read high. B-score at 10 µM. 310,000 compounds, 0.63% hits. AID 588675, 2011;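 active means plate-corrected calcium response at least 3 library SD above typical, normal starting fluorescence, not activating the receptor alone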;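 further: compound read alongside a low EC10 to EC30 dose of BAM8-22 agonist; peak minus trough fluorescence over baseline measured at the second addition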
Target sequence (Q96LB2 whole entry, looked up): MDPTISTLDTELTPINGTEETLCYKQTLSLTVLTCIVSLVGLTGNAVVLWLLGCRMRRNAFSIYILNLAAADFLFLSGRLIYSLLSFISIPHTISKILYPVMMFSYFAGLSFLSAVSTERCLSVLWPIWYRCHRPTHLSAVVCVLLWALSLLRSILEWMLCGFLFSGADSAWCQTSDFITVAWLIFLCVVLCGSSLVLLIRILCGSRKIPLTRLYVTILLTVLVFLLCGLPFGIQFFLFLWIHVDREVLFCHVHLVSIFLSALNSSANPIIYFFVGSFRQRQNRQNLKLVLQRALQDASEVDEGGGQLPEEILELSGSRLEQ
RGS4 inh – RGS4 inhibitors, primary screen, cell-based, HEK293 M3R inducible RGS4, calcium flux; B-score at 10 µM; AID 463165, 2010; Fluo-4 calcium flux; active compounds read high; triggered by carbachol at its EC20; 310,000 compounds, 0.45% hits; Regulator of G-protein signaling 4 (Homo sapiens), P49798;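 active means B-score, a plate-corrected calcium signal, over three deviations above library mean, with baseline fluorescence within five deviations of library mean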;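 further: RGS4 expression induced by doxycycline in cells with stable M3 receptor; B-score is computed from the integrated fluorescence ratio over baseline after carbachol; higher B-score means a larger calcium signal and so more RGS4 inhibition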
Target sequence (P49798 whole entry, looked up): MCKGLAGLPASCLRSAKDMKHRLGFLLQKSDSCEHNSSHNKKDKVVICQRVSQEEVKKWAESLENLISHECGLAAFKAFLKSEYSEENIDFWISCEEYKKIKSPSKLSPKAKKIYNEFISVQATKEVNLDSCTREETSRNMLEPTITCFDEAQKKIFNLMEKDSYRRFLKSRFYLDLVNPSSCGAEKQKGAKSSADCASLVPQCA
TRPC4 PAM – positive allosteric modulators of TRPC4, primary screen, cell-based, mouse TRPC4beta, HEK293 mu-opioid, Fluo-4 calcium. Short transient receptor potential channel 4 (Mus musculus), Q9QUQ5. DAMGO EC20, Fluo-4 Ca2+ flux; active compounds read high. B-score at 10 µM. 310,000 compounds, 0.42% hits;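 active means B-score of calcium response area above 5 SD of library B-scores, with initial fluorescence ratio within 5 SD of library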;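 further: B-score of integrated fluorescence ratio over time as area under calcium response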
MrgX1 antag – antagonists of human MrgX1 receptor, primary screen, HEK293 cells, Fluo-4 calcium flux. Mas-related G-protein coupled receptor member X1 (Homo sapiens), Q96LB2. BAM8-22 antagonism; active compounds read low. B-score at 10 µM. 310,000 compounds, 1.3% hits. AID 588676, 2011;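 active means calcium-response B-score plate-corrected more than 3 library SD below zero, starting fluorescence within 5 deviations, no agonist response on first addition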;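 further: peak minus trough fluorescence over baseline after final BAM8-22 challenge near maximal dose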
TMEM16A inh – TMEM16A chloride channel inhibitors, primary screen, cell-based, HTS | Anoctamin-1 (Mus musculus), Q8BHY3 | 310,000 compounds, 1.2% hits | normalized B-score (activity score, 25-100; higher = stronger inhibition) at 10 µM | HEK293 TMEM16A/YFP iodide influx fluorescence, ionomycin;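 active means ratio plate-corrected score three or more library SD toward inhibition, starting fluorescence score within five deviations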;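 further: score derived from kinetic fluorescence span divided by baseline fluorescence per well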
TRPC4 agonist – activators of mouse TRPC4 channel, primary screen, Fluo4 calcium, HEK293 TRPC4beta/mu-opioid cells; Fluo4 calcium fluorescence; active compounds read high; B-score at 10 µM; Short transient receptor potential channel 4 (Mus musculus), Q9QUQ5; 310,000 compounds, 0.49% hits;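 active means B-score above 5 SD of library B-scores, and initial fluorescence ratio not above library mean plus 5 SD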;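 further: positive B-score marks a calcium rise read as TRPC4 activation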
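System – HEK293 cells stably co-expressing mouse TRPC4beta and mu-opioid receptor · Signal – Fluo4 calcium-sensitive dye fluorescence, kinetic, 1 Hz baseline · Benchmarks – buffer (low) and maximal DAMGO (high) · Read-out – B score of integrated fluorescence ratio per well · Incubation – dye loading 45 min room temperature, 110 s kinetic read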
TRPC6 act – mouse TRPC6 channel activators, primary screen, cell-based, HEK293, membrane potential dye | Short transient receptor potential channel 6 (Mus musculus), Q61143 | 310,000 compounds, 0.13% hits | HEK293-TRPC6 membrane potential dye fluorescence; active compounds read high | B-score at 10 µM;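 active means B-score of the integrated fluorescence ratio above library mean plus 3 SD, and starting fluorescence ratio within library mean plus 5 SD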;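 further: higher score means more depolarization so channel activation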
TRPC4 inh – inhibitors of mouse TRPC4 channel, primary screen, Fluo4 calcium, HEK293 TRPC4beta/mu-opioid cells; Short transient receptor potential channel 4 (Mus musculus), Q9QUQ5; DAMGO-evoked Fluo4 calcium flux; active compounds read low; B-score at 10 µM; 300,000 compounds, 0.39% hits; AID 2247, 2010;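 active means B-score over 3 SD under the library average, no early fluorescence shift, positive overall ratio signal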
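Assay system: HEK293 cells with stable TRPC4beta plus mu-opioid receptor expression. Dosing: single dose. Measured by: Fluo4 Ca2+ flux fluorescence. Also added: DAMGO in two steps, submaximal then maximal. Read-out: B score from integrated Fluo4 fluorescence ratio.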
TMEM16A act – TMEM16A chloride channel activators or potentiators, primary screen, cell-based, HTS; Anoctamin-1 (Mus musculus), Q8BHY3; HEK293 TMEM16A/YFP-H148Q/I152L, iodide quench fluorescence; active compounds read low; B-score at 10 µM; 340,000 compounds, 0.3% hits; AID 623877, 2012;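 active means fluorescence-ratio B-score plate-corrected deviation score at least 3 library SD below zero, with starting fluorescence score within 5 deviations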;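 further: channel opened by trigger with iodide after compound preincubation; score built on the fluorescence ratio of max minus min over baseline; more negative score means more quench and so TMEM16A activation or potentiation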
TRPC6 inh – mouse TRPC6 channel inhibitors, primary screen, cell-based, HEK293, membrane potential dye; Short transient receptor potential channel 6 (Mus musculus), Q61143; ACh-evoked depolarization; active compounds read low; B-score at 10 µM; 310,000 compounds, 1.1% hits; AID 2553, 2010;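 active means B-score under library mean minus 3 SD, initial fluorescence not abnormally high, positive integrated signal ratio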;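 further: B-score derived from integrated fluorescence ratio over the kinetic read; more negative B-score means stronger inhibition of depolarization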
MrgX1 agonist – agonists of human MrgX1 receptor, primary screen, HEK293 cells, Fluo-4 calcium flux | Mas-related G-protein coupled receptor member X1 (Homo sapiens), Q96LB2 | Fluo-4 calcium fluorescence, agonist mode; active compounds read high | B-score at 10 µM | 310,000 compounds, 0.44% hits | AID 588627, 2011;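 active means calcium response B-score plate-corrected fluorescence ratio at least 3 library SD, with starting fluorescence B-score inside 5 SD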
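Assay system: MrgX1-expressing HEK293 cells / Amount: fifteen thousand cells per well / Doses: test compound in the initial addition of three / Timing: cells plated overnight, dye loaded 0.5 h 37 °C, 0.5 h room temperature / Technique: kinetic calcium dye fluorescence, Fluo-4 NW / Control set: positive and negative controls per plate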
* = called active by the depositor; i = inactive; nt = not tested or not shown.

Compound,MrgX1 allo act,RGS4 inh,TRPC4 PAM,MrgX1 antag,TMEM16A inh,TRPC4 agonist,TRPC6 act,TRPC4 inh,TMEM16A act,TRPC6 inh,MrgX1 agonist
Cc1ccc(C)c(S(=O)(=O)NCc2ccc3c(c2)OCO3)c1,i,i,i,i,i,i,i,i,i,i,i
C=CCOC(=O)C1=C[C@@H](c2ccccc2)C[C@@H](OCc2ccc(CO)cc2)O1,i,i,i,i,i,i,i,i,i,i,i
COc1ccccc1N(CC(=O)N1CCCC1)S(=O)(=O)c1ccc(C)cc1,i,i,i,i,i,i,i,i,i,i,i
O=C(Oc1ccc(Br)cc1C(=S)N1CCCC1)c1ccccc1Cl,i,i,i,i,i,i,i,i,i,i,i
Cc1ccccc1C(=O)Nc1ccc(N2CCOCC2)nc1,i,i,i,i,i,i,i,i,i,i,i
COC(C)(C)[C@H](O)COc1c2ccoc2cc2oc(=O)ccc12,i,i,i,i,i,i,i,i,i,i,i
Cc1ccc(/C=N/c2sc3c(c2C#N)CCCCC3)o1,i,i,i,i,i,i,i,i,i,i,i
COc1cc(OC)cc(C(=O)N[C@@H](CCSC)c2nc3ccccc3[nH]2)c1,i,i,i,i,i,i,i,i,i,i,i
Cc1ccc(S(=O)(=O)N(C)C)cc1NC(=O)COC(=O)c1ccc2c(c1)OCO2,i,i,i,i,i,i,i,i,i,i,i
Cn1c(CN2CCN(CCO)CC2)c(C#N)c2ccccc21,i,i,i,i,i,i,i,i,i,i,i
COCc1cc(C)nc(SCC(=O)Nc2cc(C(F)(F)F)ccc2N2CCOCC2)c1C#N,i,i,i,i,i,i,i,i,i,i,i
Cc1ccc(C(=O)COC(=O)CNC(=O)c2ccc(Br)o2)cc1[N+](=O)[O-],i,i,i,i,i,i,i,i,i,i,i
CCN(CC)S(=O)(=O)c1ccc(C)c(NC(=O)CNCc2ccccc2OC)c1,i,i,i,i,i,i,i,i,i,i,i
COc1nc(Nc2ccc(-c3nc4ccccc4o3)cc2)nc(N2CCOCC2)n1,i,i,i,i,i,i,i,i,i,i,i
CC(C)Nc1nc(-c2ccccn2)nc(-c2ccccc2)c1C#N,i,i,i,i,i,i,i,i,i,i,i
C#CC[N+]1(CC#Cc2cccc(C)c2)CCCCC1,i,i,i,i,i,i,i,i,i,i,i
Cn1c(=O)c2c(nc(NCCO)n2C)n(C)c1=O,i,i,i,i,i,i,i,i,i,i,i
Nc1nonc1N/N=C/c1c(O)ccc2ccccc12,i,i,i,i,i,i,i,i,i,i,i
COc1ccc(Nc2nc(N)c([N+](=O)[O-])c(NC3CCCCC3)n2)cc1,i,i,i,i,i,i,i,i,i,i,i
C=CCNC(=O)c1ccccc1NS(=O)(=O)c1ccc(OC)c(C(=O)N2CCOCC2)c1,i,i,i,i,i,i,i,i,i,i,i
Cc1cc(CNC(=O)c2ccc(C)c([N+](=O)[O-])c2)c2ccccc2n1,i,i,i,i,i,i,i,i,i,i,i
COc1ccc(C(=O)Nc2ccc(NC(=O)c3ccco3)c(Cl)c2)cc1OC,i,i,i,i,i,i,i,i,i,i,i
C=CCOc1ccccc1C(=O)/C=C1/C(=O)Nc2ccccc21,i,i,i,i,i,i,i,i,i,i,i
O=C(c1cccc(Oc2ccccc2)c1)N1CCOCC1,i,i,i,i,i,i,i,i,i,i,i
Cc1cc(C)n(-c2cccc(F)n2)n1,i,i,i,i,i,i,i,i,i,i,i
FC(F)(F)c1cccc(OCCN2CCN(Cc3ccccc3)CC2)c1,i,i,i,i,i,i,i,i,i,i,i
Cc1cccc(C)c1NC(=O)CCS(=O)(=O)c1cccc2nsnc12,i,i,i,i,i,i,i,i,i,i,i
Cn1c(=O)c(=O)n(C)c2cc(S(=O)(=O)N3CCc4ccccc43)ccc21,i,i,i,i,i,i,i,i,i,i,i
Cc1c(C=O)c2ccccc2n1CC(=O)NCc1ccc2c(c1)OCO2,i,i,i,i,i,i,i,i,i,i,i
CCOc1cc(/C=C/C(=O)OCC(=O)NC2CCS(=O)(=O)C2)ccc1OCc1ccccc1 (configuration not stated),i,i,i,i,i,i,i,i,i,i,i
CCOc1ccccc1N1CC(C(=O)Nc2cc(S(C)(=O)=O)ccc2Cl)CC1=O (configuration not stated),i,i,i,i,i,i,i,i,i,i,i
Cc1ccccc1NC(=O)N1C2CCC1CC(O)(c1cccnc1)C2 (configuration not stated),i,i,i,i,i,i,i,i,i,i,i
CCOC(=O)c1ccc(NC(=S)Nc2cc(C)cc(C)n2)cc1,i,i,i,i,i,i,i,i,i,i,i
CCc1ccc(CC2(O)CC(C)N(C)CC2C)cc1 (configuration not stated),i,i,i,i,i,i,i,i,i,i,i
CCn1c(SCc2nc3ccccc3s2)nnc1-c1ccccc1,i,i,i,i,i,i,i,i,i,i,i
CN(C)CCC(O)c1ccccc1 (configuration not stated),i,i,i,i,i,i,i,i,i,i,i
COc1ccc(NC(=O)COc2ccc(/C=C/c3cccc[n+]3C)cc2OC)cc1,i,i,i,i,i,i,i,i,i,i,i
c1cc2c3c(cccc3c1)C(N1CCCCCC1)=N2,i,i,i,i,i,i,i,i,i,-12*,i
c1ccc(OCCN2CCOCC2)cc1,i,i,i,i,i,i,i,i,i,i,i
O=C(Nc1cccc(CCc2ccccn2)c1)c1ccc(Cl)cc1,i,i,i,i,i,i,i,i,nt,i,i
COc1ccc(-c2c(C(C)=O)c(C)n(C)c2C)cc1,i,i,i,i,i,i,i,i,i,i,i
COc1cc(/C=C2/C(=O)NN(c3ccc(C)c(Cl)c3)C2=O)cc([N+](=O)[O-])c1O,i,i,i,i,i,i,i,i,i,i,i
COC(=O)C1=C(C)N(CC2CC2)C(=NCCN2CCOCC2)N[C@H]1c1ccccc1,i,i,i,i,i,i,i,i,i,i,i
CCN1CCN(Cc2ccc(NC(=O)c3ccc(C)c(NC(=O)c4c[nH]c5cc(C(F)(F)F)ccc5c4=O)c3)cc2C(F)(F)F)CC1,i,i,i,i,i,i,i,i,i,i,i
CC(Nc1ccc(Cl)cc1)C(=O)NN (configuration not stated),i,i,i,i,i,i,i,i,i,i,i
CCCCn1nnnc1SCC(=O)N1CCN(C(=O)c2ccco2)CC1,i,i,i,i,i,i,i,i,i,i,i
CCc1ccc(-c2nc(CN3CCCC(C(=O)O)C3)c(C)o2)cc1 (configuration not stated),i,i,i,i,i,i,i,i,i,i,i
Cc1noc(C)c1CSc1nnc2n(-c3ccccc3)c(=O)c3ccccc3n12,i,i,i,i,i,i,i,i,i,i,i
CN(c1ccccc1)C(c1ccc(F)cc1)c1nnnn1CC1CCCO1 (configuration not stated),i,i,i,i,i,i,i,i,i,i,i
Cc1cc(C)c(C(=O)/C=C/C=C/c2ccccc2)c(=O)[nH]1,i,i,i,i,i,i,i,i,i,i,i
CCOC(=O)CC1C(=O)NCCN1S(=O)(=O)c1ccccc1Cl (configuration not stated),i,i,i,i,i,i,i,i,i,i,i
O=C(CN1C(=O)NC2(CCCCCC2)C1=O)N1CCN(S(=O)(=O)c2ccc(Cl)cc2)CC1,i,i,i,i,i,i,i,i,i,i,i
CNc1ccc(Br)cc(C(=O)/C=C/c2ccc3c(c2)OCO3)c1=O,i,i,i,i,i,i,i,i,i,i,i
CC(=O)CC1(O)C(=O)N(CN2CCN(c3ccccc3)CC2)c2ccccc21 (configuration not stated),i,i,i,i,i,i,i,i,i,i,i
O=C(NC1CCCCCC1)C1c2ccccc2C(=O)N1Cc1ccco1 (configuration not stated),i,i,i,i,i,i,i,i,i,i,i
CCN(CC)CC(=O)Nc1ccc2c(c1)N(C(=O)CN(CC)CC)c1ccccc1CC2,i,i,i,i,i,i,i,i,i,i,i
CCCCCCCCCC(=O)NNC(=O)c1c(O)c2ccccc2n(CCC)c1=O,i,i,i,i,i,i,i,i,i,i,i
CC(C(=O)NCCc1ccc(Cl)cc1)n1c(=O)c2cccn2c2cccnc21 (configuration not stated),i,i,i,i,i,i,i,i,i,i,i
COc1ccc(-n2nc(C(=O)NCC(=O)NC(C)C)c3ccccc3c2=O)c(OC)c1,i,i,i,i,i,i,i,i,i,i,i
CCc1nonc1NC(=O)c1oc2ccc(C)cc2c1C,i,i,i,i,i,i,i,i,i,i,i

Going on with the list:
Compound,MrgX1 allo act,RGS4 inh,TRPC4 PAM,MrgX1 antag,TMEM16A inh,TRPC4 agonist,TRPC6 act,TRPC4 inh,TMEM16A act,TRPC6 inh,MrgX1 agonist
CCN(CC)S(=O)(=O)c1cccc(N2CC(O)=C(c3ccccc3)C2=N)c1,i,i,i,i,i,i,i,i,i,i,i
O=C(c1cccc(Cl)c1)N1CCC(N2CCC(C(=O)N3CCOCC3)CC2)CC1,i,i,i,i,i,i,i,i,i,i,i
COc1ccc(C(=O)NCC(=O)OCC(=O)N2CC(C)CC(C)C2)cc1 (configuration not stated),i,i,i,i,i,i,i,i,i,i,i
COCCNc1nc2c(c(=O)[nH]c(=O)n2C)n1CCCc1ccccc1,i,i,i,i,i,i,i,i,i,i,i
O=C1N=C(N2CCc3ccccc3C2)S/C1=C\c1cccc(O)c1,i,i,i,i,i,i,i,i,i,i,i
CCN1CCN(c2ccc(S(=O)(=O)N3CCCCC3)cc2NC(=O)c2ccc([N+](=O)[O-])s2)CC1,i,i,i,i,i,i,i,i,i,i,i
Cc1cc(-c2n[nH]c(=S)n2Cc2ccco2)n(C)n1,i,i,i,i,i,i,i,i,i,i,i
